# IMPase Li cell = qHTS Assay for Identifying the Cell-Membrane Permeable IMPase Inhibitors: Potentiation with Lithium; Potency, µM (highest dose often 59.4 µM), inactives show at the top dose activity, negative = IMPase inhibition, most hits filed as inhibitors; AID 1457, 2008; 0.35% of 210,000 active; CHO-M1 cells, IP1 TR-FRET (IP-One), carbachol + lithium;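 also: IP1 builds up when IMPase is blocked and the TR-FRET signal falls; potency is read from the fitted curve at half-maximal effect; plate controls were basal vehicle for no effect and high inhibitor control for full effect; nearly all actives have a fitted effect of over 50% in size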
#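 CHO cells stably expressing M1 receptor (2000/well) were cultured 16–30 h, then exposed to compounds with a small lithium addition for 30 min at 37C. IP1 was measured by TR-FRET competition; AC50 from Hill fits.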
# Epigenetic derep = Quantitative High-Throughput Screen for Regulators of Epigenetic Control; AID 1865, 2009; Potency, µM (titrated, usually from 53.9 µM), without a hit: at the top dose GFP activation, most hits filed as activators; murine LDR cells, GFP reporter derepression, 30 h; 0.2% of 280,000 active; also: potency is read from the fitted curve at half-maximal effect; % of control where 0% means no effect; nearly all actives have a fitted effect of over 60% in size
#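 Readout is the number of GFP-expressing murine LDR cells, counted by cytometry following washing. Cells were treated with compound for 30 h at 37 C; the stably integrated CMV-GFP locus is normally silent.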
# Luc counter = Counterscreen for Luciferase (Kinase-Glo TM) Inhibition; Luciferin 4-monooxygenase (Photuris pensylvanica), Q27757; Kinase-Glo luciferase, ATP luminescence, 8 min; Potency, µM (top dose mostly 38.3 µM), inactives show top-dose activity change, negative = inhibition, most hits filed as inhibitors; 0.28% of 200,000 active; AID 1379, 2008; also: potency is read from the fitted curve at half-maximal effect; % is scaled to controls: 0 for no effect and ±100 for the full control effect; nearly all actives have a fitted effect of over 60% in size
#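 Recombinant Kinase-Glo luciferase, 10 uM ATP (linear range), luciferin; imidazole pH 7.2 / KCl / MgCl2 / Tween / BSA buffer; 8 min RT; luminescence.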
# HTT aggregate = qHTS Multiplex Assay to Identify Dual Action Probes in a Cell Model of Huntington: Aggregate Formation (GFP). PC12 HttQ103-GFP aggregates, Acumen cytometry, 40 h. 1.1% of 220,000 active. AID 1688, 2009. Potency, µM (titrated, usually from 46.1 µM), for the others: at the highest dose activity change, negative = inhibition, hits mostly inhibitors; also: potency is read from the fitted curve at half-maximal effect; % is scaled to controls: 0 for no effect and ±100 for the full control effect; nearly all actives have a fitted effect of over 60% in size
#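 Huntingtin Q103 exon 1–GFP aggregates in induced PC12 cells (100 nM tebufenozide) were quantified by cytometry from lysates, with compounds dosed in titration.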
# CBFb RUNX1 block = qHTS Assay for Compounds Blocking the Interaction Between CBF-beta and RUNX1 for the Treatment of Acute Myeloid Leukemia; Runt-related transcription factor 1 (Homo sapiens) + Core-binding factor subunit beta …; AlphaScreen CBFb-His/RUNX1-biotin binding, biochemical; Potency, µM (series often up to 59.8 µM), inactives show top-dose activity, negative = inhibition, usual class: inhibitors; 230,000 tested, under 10 active; AID 1477, 2009; also: % of control where 0% means no effect
# Target sequence (Q01196 whole entry, looked up): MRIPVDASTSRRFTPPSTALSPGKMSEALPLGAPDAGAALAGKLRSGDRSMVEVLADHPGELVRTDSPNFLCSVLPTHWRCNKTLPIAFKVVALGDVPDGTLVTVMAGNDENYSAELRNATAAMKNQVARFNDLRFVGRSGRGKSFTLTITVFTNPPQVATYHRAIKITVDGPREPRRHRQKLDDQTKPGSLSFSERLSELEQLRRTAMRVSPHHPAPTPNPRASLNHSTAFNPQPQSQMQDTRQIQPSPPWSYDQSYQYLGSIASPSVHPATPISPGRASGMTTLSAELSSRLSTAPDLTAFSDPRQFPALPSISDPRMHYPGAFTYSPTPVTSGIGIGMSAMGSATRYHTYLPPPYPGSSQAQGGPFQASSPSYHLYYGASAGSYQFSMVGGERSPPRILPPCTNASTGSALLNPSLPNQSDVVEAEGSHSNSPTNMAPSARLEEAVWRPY
# Target sequence (Q13951 whole entry, looked up): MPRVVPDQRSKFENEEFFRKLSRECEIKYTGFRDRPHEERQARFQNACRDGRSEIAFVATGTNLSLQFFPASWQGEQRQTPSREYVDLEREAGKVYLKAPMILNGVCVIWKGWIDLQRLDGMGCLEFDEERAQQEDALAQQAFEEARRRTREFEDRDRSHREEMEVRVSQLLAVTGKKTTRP
#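 AlphaScreen proximity signal reports loss of binding between His-tagged CBF-beta and biotin-labelled RUNX1, each at 30 nM. Proteins are pre-associated for 20 minutes, compounds added for 15 minutes, then beads for 90 minutes, all at ambient temperature.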
# Lamin A splicing = qHTS Assay for Modulators of Lamin A Splicing; HeLa LMNA splicing GFP/RFP minigene ratio, 48 h; Potency, µM (top dose mostly 46.1 µM), for the others: at the highest dose ratio change, negative = inhibition, most hits filed as inhibitors; 0.01% of 200,000 active; active = well fitted inhibition curve with a large enough effect in the signal ratio, with a control signal flat, not every such curve was filed as active; inconclusive = small, poorly fitted or top-dose-only effect, or effect the other way, or a change in a side signal; the % refers to the signal ratio; also: potency is read from the fitted curve at half-maximal effect; % is scaled to controls: 0 for no effect and ±100 for the full control effect
#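 S3 HeLa cells stably expressing lamin A-EGFP splicing minigene plus DsRed2, 600 cells/well, 48 h compound exposure at 37C. Laser-scanning cytometry; analysed as GFP (500-530 nm)/RFP (575-640 nm) total intensity ratio; 0.5% DMSO vehicle.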
# NPSR antagonist = qHTS Assay for Antagonists of the Neuropeptide S Receptor: cAMP Signal Transduction | Q6W5P4 | CHO-NPSR cells, cAMP TR-FRET, antagonist mode | Potency, µM (highest dose often 38.3 µM), inactives show top-dose activity change, negative = inhibition, most hits filed as inhibitors | 1% of 220,000 active | AID 1461, 2008; also: potency is read from the fitted curve at half-maximal effect; % is scaled to controls: 0 for no effect and ±100 for the full control effect; nearly all actives have a fitted effect of over 50% in size; many of its hits are not listed in these tables
# Target sequence (Q6W5P4 whole entry, looked up): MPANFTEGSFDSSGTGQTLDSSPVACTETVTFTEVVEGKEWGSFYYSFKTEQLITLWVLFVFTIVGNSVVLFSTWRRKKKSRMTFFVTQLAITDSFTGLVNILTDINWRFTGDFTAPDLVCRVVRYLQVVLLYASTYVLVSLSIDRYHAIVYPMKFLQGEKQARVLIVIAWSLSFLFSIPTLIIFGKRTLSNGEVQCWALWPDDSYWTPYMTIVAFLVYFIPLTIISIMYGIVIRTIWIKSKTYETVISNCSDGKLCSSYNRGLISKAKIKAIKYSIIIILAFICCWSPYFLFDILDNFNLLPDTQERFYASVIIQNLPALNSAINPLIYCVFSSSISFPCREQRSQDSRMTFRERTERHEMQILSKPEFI
# * marks the source's active call; other numbers are inactive results; ? = inconclusive; nt = not tested or not shown; [ ] = another dose, or the depositor's remark. Unless noted, calls follow the shape of the dose curve; as a rule, active = well fitted curve in the direction sought with a large enough effect; inconclusive = small, poorly fitted or top-dose-only effect, or another doubt; inactive = no such curve, though single readings can be large; an effect the other way counts as inactive or inconclusive.
item	Compound	IMPase Li cell	Epigenetic derep	Luc counter	HTT aggregate	CBFb RUNX1 block	Lamin A splicing	NPSR antagonist
1	Nn1cc(-c2ccccc2)nc1SCC(=O)N1CCN(S(=O)(=O)c2ccccc2)CC1	3%[38.3 µM]	-0.9%	1%	2%	-7%	-1%	-13%[46.1 µM]
2	Cc1noc(C)c1S(=O)(=O)N1CCC(C(=O)N2CCN(C3CCCC3)CC2)CC1	5%[38.3 µM]	-4.2%	-8%	-13%	-14%	-3%	-8%[46.1 µM]
3	CCCc1[nH]nc2c1C(c1ccc(Br)s1)C(C#N)=C(N)O2 (stereo not drawn)	3%[38.3 µM]	?	-5%	19%	-1%	?	-13%[46.1 µM]
4	CCN(CC(=O)NCc1cccs1)c1nnnn1-c1ccccc1	16%[38.3 µM]	2.9%	1%	-19%	-6%	?	1%[46.1 µM]
5	CC1CCCN(C(=O)Cc2cn(Cc3cccc(Cl)c3)c3ccccc23)C1 (stereo not drawn)	13%	4.4%	-1%	?	-10%	?	?
6	CSc1nsc(N/N=C/c2ccc3c(c2)OCO3)c1C#N	-2%	-2.2%	-5%	-3%	9%	5%[9.22 µM]	-7%
7	S=C(Nc1ccccc1)N1CCN(C(=S)Nc2ccccc2)CC1	3%	-3.4%	1%	6%	7%	20%[46 µM]	4%
8	O=C(Nc1nc2ccc(F)cc2s1)c1cccc(S(=O)(=O)N2CCc3ccccc32)c1	-3%	-1.3%	-2%	?	9%	?	-22%
9	CCOC(=O)C1=NN(C(=O)c2ccc(C)cc2)C(O)(c2ccc(Cl)cc2)C1 (stereo not drawn)	33%[38.3 µM]	7.4%	-3%	10%	-18%	1%	-7%[46.1 µM]
10	N#Cc1ccc(N2CCc3ccccc3C2)c([N+](=O)[O-])c1	3%	1.0%	0%	11%	?	-1%	15%[46.1 µM]

# Record cards, as listed above. Order of values: IMPase Li cell | Epigenetic derep | Luc counter | HTT aggregate | CBFb RUNX1 block | Lamin A splicing | NPSR antagonist
# Record of Cc1noc(C)c1S(=O)(=O)N1CCC(C(=O)N2CCN(C3CCCC3)CC2)CC1 → 5%[38.3 µM] | -4.2% | -8% | -13% | -14% | -3% | -8%[46.1 µM]
# Record of N#Cc1ccc(N2CCc3ccccc3C2)c([N+](=O)[O-])c1 → 3% | 1.0% | 0% | 11% | ? | -1% | 15%[46.1 µM]
# Record of CCOC(=O)C1=NN(C(=O)c2ccc(C)cc2)C(O)(c2ccc(Cl)cc2)C1 (stereo not drawn) → 33%[38.3 µM] | 7.4% | -3% | 10% | -18% | 1% | -7%[46.1 µM]
# Record of S=C(Nc1ccccc1)N1CCN(C(=S)Nc2ccccc2)CC1 → 3% | -3.4% | 1% | 6% | 7% | 20%[46 µM] | 4%
# Record of O=C(Nc1nc2ccc(F)cc2s1)c1cccc(S(=O)(=O)N2CCc3ccccc32)c1 → -3% | -1.3% | -2% | ? | 9% | ? | -22%

# (list continues)
item	Compound	IMPase Li cell	Epigenetic derep	Luc counter	HTT aggregate	CBFb RUNX1 block	Lamin A splicing	NPSR antagonist
11	COc1ccc(N(C(=O)c2cc3ccccc3oc2=O)C2C=CS(=O)(=O)C2)cc1 (stereo not drawn)	-2%	1.3%	0%	6%	10%	-15%[46 µM]	-4%
12	C1CCN(Cc2nnnn2C2CCCC2)CC1	-4%	5.8%	-3%	-10%	6%	3%	13%[46.1 µM]
13	O=C1CCCC/C1=C/Nc1cccc(C(F)(F)F)c1	13%	-1.9%[10.1 µM]	-6%	23%[9.22 µM]	5%	nt	17%
14	Cc1cc2c(c(=O)o1)C1(C(=O)N(C)c3ccccc31)C(C#N)=C(N)O2 (stereo not drawn)	-3%[38.3 µM]	-2.0%	-1%	-14%	5%	-5%	6%[46.1 µM]
15	O=C(Cc1ccc(Br)cc1)Nc1ccc(Cl)cc1	10%	-5.3%	0%	?	19%	?	-27%
16	CCCN1C(=O)/C(=C2/C=Cc3ccccc3N2CC)SC1=S	14%	0.2%	-21%	-5%	nt	?	-57%
17	O=C(NCC(F)(F)F)Nc1nnc(C(F)(F)F)s1	-9%[38.3 µM]	6.4%	-4%	?	5%	?	2%[7.67 µM]
18	COc1ccc(NC(=O)c2cc(-c3ccccc3)nc3c2c(C)nn3-c2ccccc2)c(OC)c1	-4%	4.9%	1%	-14%	-7%	?	-3%
19	Clc1cccc(OCCn2cncn2)c1Cl	30%[38.3 µM]	0.0%	1%	29%	12%	20%	-3%[46.1 µM]
20	COc1ccc(C(=O)NCc2ccc(-c3nc4ccccc4s3)cc2)cc1	-8%[38.3 µM]	-0.2%	-1%	2%	8%	-6%	-15%[46.1 µM]
21	N/C(=N\OC(=O)Cc1ccccc1[N+](=O)[O-])c1cccnc1	-2%	2.4%	3%	5%[9.22 µM]	-3%	?	3%
22	CCOc1ccnc(OCC)c1Br	4%	1.1%	-3%	1%	-7%	1%	14%
23	COCc1c(Br)c(C)nc(OCC(=O)N/N=C/c2ccco2)c1C#N	-11%	0.0%	1%	2%	-9%	1%[46 µM]	12%
24	CC[n+]1c(/C=C(\C)OC)sc2ccccc21	13%	0.1%	0%	-16%[9.22 µM]	3%	nt	-25%
25	CCCC(C)C(=O)Nc1ccc(Cl)cn1 (stereo not drawn)	15%[38.3 µM]	-2.1%	-1%	7%	17%	8%	1%[46.1 µM]
26	COc1ccc(Nc2cc(C)nc(N3CCOCC3)n2)cc1	-9%[38.3 µM]	-1.0%	12%	-16%	2%	7%	-25%[46.1 µM]
27	CO/N=C(\N)c1nonc1N	nt	-0.1%	nt	19%[9.22 µM]	8%	nt	5%
28	N=c1n(CCO)c2ccccc2n1CCOc1ccc(Cl)cc1Cl	10%[38.3 µM]	0.8%	3%	-11%	3%	4%	?
29	C=C(C)C1CC=C(C)/C(=N/NC(=O)c2ccc(NC(=O)CC)cc2)C1 (stereo not drawn)	15%[38.3 µM]	9.9%	-4%	18%	0%	-6%	-17%[46.1 µM]
30	CCOC(=O)CSC1=C(C#N)C(c2ccc(C)s2)CC(=O)N1 (stereo not drawn)	4%[38.3 µM]	1.7%	-1%	2%	-5%	?	-8%[46.1 µM]
31	CCOC(=O)C1=C(C)OC(N)=C(C#N)C1c1cccc(C)c1 (stereo not drawn)	1%	4.4%	-3%	8%[9.22 µM]	10%	nt	14%
32	CCCNC(=S)Nc1ccc(Br)cc1	-17%[38.3 µM]	1.9%	1%	-12%	-1%	5%	-4%[46.1 µM]
33	COc1ccc(OCC(O)CNCCNc2nccc(C(F)(F)F)n2)cc1 (stereo not drawn)	nt	1.9%	nt	-16%[9.22 µM]	3%	nt	-8%
34	C[C@H](CCC(=O)NCC(=O)O)C1CC[C@H]2[C@H]3C(C[C@H](O)[C@]12C)[C@@]1(C)CC[C@@H](O)C[C@H]1C[C@H]3O (stereo partly drawn)	-4%	1.1%	nt	nt	14%	nt	nt
35	CCN(c1ccccc1)S(=O)(=O)c1ccc(Cl)c(C(=O)O)c1	-5%	-0.6%	0%	4%	-2%	nt	18%
36	CC1=CC(C)(C)N2C(=O)C3(C(C#N)=C(N)OC4=C3C(=O)CC(C)(C)C4)c3cccc1c32 (stereo not drawn)	-1%[38.3 µM]	-1.9%	-7%	-5%	0%	-6%	-3%[46.1 µM]
37	CC(C)(C)NC(=O)c1cccc(NC(=O)c2ccc(NC(=O)c3ccco3)cc2)c1	33%[activator][38.3 µM]	-3.0%	-2%	3%	2%	?	-21%[46.1 µM]
38	COc1cc([N+](=O)[O-])ccc1NC(=S)Nc1cc(C(=O)OC(C)C)cc(C(=O)OC(C)C)c1	5%	-1.0%	5%	-5%	-1%	-9%	-38%
39	CCOC(=O)N/N=C/c1c[nH]c2ccccc12	0%	0.6%	2%	-10%	19%	31%[9.22 µM]	1%
40	COc1ccccc1OCC(=O)NCCNC(=O)COc1ccccc1OC	-19%[38.3 µM]	-1.8%	10%	21%	-4%	5%	-19%[46.1 µM]

# Further records follow:
# Order of results: IMPase Li cell, Epigenetic derep, Luc counter, HTT aggregate, CBFb RUNX1 block, Lamin A splicing, NPSR antagonist
41. O=C(CN1C(=O)COc2ccccc21)N1CCCc2ccccc21
  17%[38.3 µM], 0.0%, 0%, ?, 2%, -7%, -6%[46.1 µM]
42. COc1ccc(C)cc1N(C(=O)COc1ccccc1)c1nc2ccccc2s1
  4%, -1.9%, 0%, -2%, 0%, ?, -30%
43. COc1cccc(CNC(=O)CCS(=O)(=O)c2cccc3nonc23)c1
  -4%[38.3 µM], -1.1%, 0%, -5%, 8%, -1%, -7%[46.1 µM]
44. CN1CCN(C(=O)Nc2ccccc2CC[N+](=O)[O-])CC1
  8%, -0.2%, -3%, -3%, -7%, -4%[9.22 µM], 5%
45. CC(=O)c1ccc(OC(=O)c2cccs2)cc1
  2%[38.3 µM], 0.0%, -7%, -7%, 0%, -1%, -8%[46.1 µM]
46. Cc1onc(-c2ccccc2)c1C(=O)N(Cc1ccccn1)Cc1ccccn1
  nt, -2.0%, nt, 2%[9.22 µM], 3%, nt, 12%
47. COc1ccc(N=N/C(=C\O)C(=O)c2cccs2)cc1
  24%, -0.4%, -1%, -11%, ?, -22%[46 µM], ?
48. COc1cccc(CNC(=O)CCC2CCCN(C(=O)c3cscn3)C2)c1 (stereo not drawn)
  -8%, 2.3%, -5%, 11%[9.22 µM], 0%, nt, 6%
49. CCc1nn2c(N(C)CCO)cc(C)nc2c1-c1ccc(F)cc1
  11%, -2.8%, 5%, -9%[9.22 µM], 9%, -10%[46 µM], 49%
50. CN1C(=O)C(O)(CC(=O)/C=C/c2ccco2)c2cc(Br)ccc21 (stereo not drawn)
  8%, -1.6%, 4%, 18%, -6%, nt, 0%
51. Cc1ccnc2nc(C(=O)OCCOc3cccc(Br)c3)nn12
  -4%[38.3 µM], 2.0%, -1%, -6%, -5%, 2%, 13%[46.1 µM]
52. C#CCNC(=O)C1=C[C@@H](c2csc3ccccc23)C[C@@H](OCc2ccc(CO)cc2)O1
  11%, -2.0%, nt, -7%[9.22 µM], 2%, nt, 52%

# Compound activity as filed in PubChem.

# An excerpt; count on the stated rates, not on these rows.
